Compound activity: PubChem, National Center for Advancing Translational Sciences (NCATS)
D1 antagonist = antagonists of human D1 dopamine receptor; P21728; activity change, negative = inhibition, % at 10 µM; 360,000 compounds, 3.2% hits; AID 504652; HEK293 TREx D1 cells, calcium flux, dopamine EC80; hits give low values; in the data active means activity change below about -30%; further: on the % scale 0 is the no-effect control and ±100 the full control effect
Target sequence (P21728 whole entry, looked up): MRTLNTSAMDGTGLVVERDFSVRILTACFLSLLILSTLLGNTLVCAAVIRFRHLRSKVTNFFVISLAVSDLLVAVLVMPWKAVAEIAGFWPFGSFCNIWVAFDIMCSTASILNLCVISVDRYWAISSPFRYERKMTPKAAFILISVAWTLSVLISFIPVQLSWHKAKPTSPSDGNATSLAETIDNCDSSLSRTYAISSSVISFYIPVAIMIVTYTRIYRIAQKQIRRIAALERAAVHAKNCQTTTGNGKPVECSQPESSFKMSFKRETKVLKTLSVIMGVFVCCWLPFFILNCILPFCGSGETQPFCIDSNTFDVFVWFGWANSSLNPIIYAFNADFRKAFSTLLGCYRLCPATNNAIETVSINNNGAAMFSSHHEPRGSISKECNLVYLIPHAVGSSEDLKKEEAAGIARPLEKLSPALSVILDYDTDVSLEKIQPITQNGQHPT
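Inducible Hek293 Trex D1 cells (tetracycline, overnight, 30 C). Calcium dye 30–90 min RT. Antagonist mode: EC80 dopamine added after 180 s compound read.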
D1 potentiator = human D1 dopamine receptor positive modulation | P21728 | 360,000 compounds, 0.036% hits | potentiation, % at 10 µM | HEK293 TREx D1 cells, calcium flux, dopamine EC20 potentiation; in the data active means potentiation above about 30%; further: 0% is about no effect
Vif-APOBEC3F blk = blocks the Vif interaction with APOBEC3F; AID 602313; HeLa A3F-eYFP + Vif (tagged APOBEC3F with the HIV-1 protein that degrades it), YFP fluorescence increase; 390,000 compounds, 0.2% hits; Potency, µM (top dose mostly 46.1 µM), for the others: at the top dose activity, negative = active; further: potency means the concentration at half of the fitted maximal effect; % of control where 0% means no effect; nearly all actives have a fitted effect of over 65% in size
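HeLa cells stably expressing A3F-eYFP plus Vif, plated and incubated overnight at 37 deg C, then exposed to compounds overnight at 37 deg C. Blocked degradation read as raised yellow fluorescence (Ex 488/Em 500-530).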
D1 ag = activates the human D1 dopamine receptor; P21728; HEK293 T-REx D1 cells, calcium flux, agonist mode; activation, % at 2 µM; 360,000 compounds, 1% hits; in the data active means activation above about 30%; further: 0% is about no effect
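Agonism was scored from calcium flux recorded over 180 s (1 read/s) after pintool compound addition, following a 10-cycle baseline. Cells were inducible force-coupled HEK293 TREx D1, plated overnight at 30 C and loaded with no-wash calcium dye.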
LDHA inh = inhibitors of human lactate dehydrogenase A; purified LDHA, NADH/diaphorase-resazurin fluorescence; hits give low values; activity change, % (values are at about 110 or 230 µM); 480,000 compounds, 0.15% hits; in the data active means activity change below about -30%; inconclusive means mostly about -25% to -30%;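 further: plate controls were DMSO wells for no effect and wells without enzyme for full effect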
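Resorufin fluorescence (ex540/em590), read at 0 and 20 min after diaphorase/resazurin addition, reports the NADH left after a 5 min room-temperature reaction of 2 nM human LDH5 with 0.06 mM NADH and 0.2 mM pyruvate.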
RXFP1 agonist = RXFP1 (human) receptor agonism | Q9HBX9 | HEK293T-RXFP1 cAMP TR-FRET, 30 min; response scale: percent of porcine relaxin response, buffer zero | Potency, µM (highest dose often 57.5 µM), for the others: at the highest dose activation, usual class: activators | 370,000 compounds, 0.3% hits | AID 2676; further: potency means the concentration at half of the fitted maximal effect; on the % scale 0 is the no-effect control and ±100 the full control effect; nearly all actives have a fitted effect of over 60% in size; many of its hits are not listed in these tables
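HEK293T cells stably expressing RXFP1 were pretreated with the PDE4 inhibitor Ro 20174, exposed to compounds for 30 min at 37C, lysed, and cAMP was read by TR-FRET. Data normalized to buffer (basal) and 29 nM porcine relaxin (100%).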
Vif-A3G inh = inhibitors of Vif-APOBEC3G interaction | AID 602310 | HeLa A3G-eYFP + Vif (tagged APOBEC3G with the HIV-1 protein that degrades it), YFP fluorescence, overnight | 410,000 compounds, 0.076% hits | Q9HC16 | Potency, µM (titrated, usually from 46.1 µM), inactives show top-dose activity, negative = active, usual class: inhibitors;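 further: potency means the concentration at half of the fitted maximal effect; on the % scale 0 is the no-effect control and ±100 the full control effect; nearly all actives have a fitted effect of over 60% in size; hits raise eYFP signal because A3G escapes Vif-driven loss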
Target sequence (Q9HC16 whole entry, looked up): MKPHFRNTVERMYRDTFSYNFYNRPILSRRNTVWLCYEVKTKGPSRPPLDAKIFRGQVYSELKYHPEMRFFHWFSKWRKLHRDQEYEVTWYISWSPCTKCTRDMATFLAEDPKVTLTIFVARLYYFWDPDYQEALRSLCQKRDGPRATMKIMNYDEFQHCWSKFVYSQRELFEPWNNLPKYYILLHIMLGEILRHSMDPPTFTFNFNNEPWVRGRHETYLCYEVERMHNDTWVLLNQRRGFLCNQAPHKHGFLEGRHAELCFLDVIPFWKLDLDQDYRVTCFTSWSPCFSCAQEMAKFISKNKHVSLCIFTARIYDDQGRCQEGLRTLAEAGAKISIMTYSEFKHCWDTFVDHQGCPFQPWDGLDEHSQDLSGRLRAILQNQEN
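Read-out is eYFP fluorescence (Ex 488/Em 500-530) from Vif-expressing HeLa A3G-eYFP cells; more signal means A3G escaped Vif-mediated degradation. Cells plated overnight, compound pinned in, incubated overnight at 37 deg C.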
D2 potentiator = positively modulates the human D2 dopamine receptor allosterically | HEK293 T-REx D2, calcium flux, EC20 dopamine potentiation | 340,000 compounds, 0.34% hits | P14416 | potentiation, % at 10 µM | AID 485347;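 active means potentiation over 3 SD above the plate norm, cut at about 30% in these data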; further: 0% is about no effect
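Tetracycline-induced HEK293 T-REx cells force-coupled to calcium signalling expressed D2; compounds were pin-added after a 10 s baseline, read kinetically 180 s, then an EC20 dopamine challenge followed with a further 180 s calcium read.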
Glioma ERSR ind = induces the endoplasmic reticulum stress response in human glioma cells | U87-MG GRP78 promoter luciferase reporter, 16 h | Potency, µM, for the others: at the top dose activation, hits mostly activators | 420,000 compounds, 0.02% hits; further: potency means the concentration at half of the fitted maximal effect; series mostly up to about 76 µM; % of control where 0% means no effect; nearly all actives have a fitted effect of over 35% in size
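ERSR induction read as luciferase luminescence (Bright-Glo, 10 min at room temperature) in stably transfected human U87-MG glioma cells exposed to compounds for 16 h, using GRP78 as sensor.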
Numbers without * were called inactive; ? = inconclusive; / = no result given. Unless noted, the call rests on the fitted dose curve; in most records, active means well fitted curve in the direction sought with a large enough effect; inconclusive means small, poorly fitted or top-dose-only effect, or another doubt; inactive means no such curve, though single readings can be large; an effect the other way counts as inactive or inconclusive. This is a subset, so the mix of outcomes need not match the whole.

1	Cc1c(CN(C)Cc2cn(C)nc2-c2ccccc2F)[nH]c2ccccc12
2	O=C1/C(=C\c2ccccc2)CCc2c1[nH]c1ccccc21
3	COC(=O)[C@@H](NC(=O)N1CCC(Cc2ccccc2)CC1)C(C)C
4	CC(NC(=O)CSc1n[nH]c(-c2ccccc2)n1)c1nc2ccccc2n1C (configuration not stated)
5	COCC1CCCCN1Cc1cn(-c2ccccc2)nc1-c1ccc2c(c1)OCO2 (configuration not stated)
6	Cn1c(Cn2cnc([N+](=O)[O-])n2)nnc1SCC(=O)Nc1ccc(Br)cc1
7	COc1ccc(OCCCC(=O)NNC(=O)c2ccncc2)cc1
8	CCS(=O)(=O)C1=NN2C(=N)/C(=C\c3ccc(OCCOc4cccc(OC)c4)c(OC)c3)C(=O)N=C2S1

entry no.	1	2	3	4	5	6	7	8
D1 antagonist	6	-1	7	-11	-8	6	6	-11
D1 potentiator	-4	-5	-8	-2	-1	2	-6	-6
Vif-APOBEC3F blk	4%	-8%	4%	-12%	0%	-4%	7%	3%
D1 ag	8	1	1	0	1	3	0	15
LDHA inh	-5	11	-7	-2	2	10	1	1
RXFP1 agonist	-0.3%	3.4%	-0.6%	3.1%	-0.7%	2.7%	0.5%	3.8%
Vif-A3G inh	2%	?	-5%	-2%	2%	0%	-2%	-3%
D2 potentiator	-2	0	4	6	-10	0	-4	1
Glioma ERSR ind	-8%	5%	-2%	-2%	-4%	2%	-3%	2%

9	Cc1ccc(-c2cc(-c3ccccc3)c(C#N)c(N)n2)o1
10	CC(C)(CC(=O)O)Cc1nc(-c2ccc(Cl)cc2)no1
11	CCOCCCNC(=O)c1oc2ccc3c(c2c1C)C(O)CC(C)(C)O3 (configuration not stated)
12	Cc1ccc(-c2nnc(N3CCN(C(=O)c4cccs4)CC3)c3ccccc23)cc1
13	CC(=O)c1ccc(N2CCN(C(=O)C3CCN(C(=O)Nc4ccccc4)CC3)CC2)cc1
14	NC(=NCCc1ccccc1)NS(=O)(=O)c1ccccc1
15	Cc1cccc(-c2nc3c4ccccc4nc(NCCc4ccccc4)n3n2)c1
16	Cc1ccc(NC(=O)O/N=C/c2ccc(N(C)C)cc2)cc1

entry no.	9	10	11	12	13	14	15	16
D1 antagonist	-1	2	0	4	-5	-14	7	-2
D1 potentiator	-6	/	-2	-1	-1	-3	-5	17
Vif-APOBEC3F blk	-14%	2%	12%	7%	-3%	9%	0%	?
D1 ag	0	2	3	0	0	1	2	0
LDHA inh	1	-12	-2	-7	0	-4	-3	-3
RXFP1 agonist	3.2%	-0.2%	1.1%	0.7%	0.7%	3.0%	-0.2%	3.7%
Vif-A3G inh	-18%	0%	2%	1%	5%	0%	-1%	-1%
D2 potentiator	17	-4	2	8	2	-3	-5	1
Glioma ERSR ind	-4%	3%	0%	-8%	-3%	-2%	4%	-1%

17	CC1Cc2ccccc2N1Cc1cc(=O)n2ccsc2n1 (configuration not stated)
18	Cc1ccc(C(C)C)c(OCC#CCN2CCOCC2)c1
19	O=C(CNCCN1CCOCC1)Nc1ccccc1Sc1ccccc1
20	O=C(Cc1cccs1)Nc1nnc(SCc2ccc(F)cc2)s1
21	O=C(NCCN1CCOCC1)c1ccc(Cl)c(Cl)c1
22	CC1CC(C)CN(CCCNC(=O)c2ccc(CS(=O)(=O)Cc3cccc(Cl)c3)o2)C1 (configuration not stated)
23	CCOC(=O)C1CCCN(S(=O)(=O)c2ccc(-c3cc(C)no3)s2)C1 (configuration not stated)
24	CC(C)(C)S(=O)(=O)c1ccccc1C(=O)O

entry no.	17	18	19	20	21	22	23	24
D1 antagonist	2	10	-6	-79*	4	14	-19	-7
D1 potentiator	-2	3	-3	8	-4	-6	1	0
Vif-APOBEC3F blk	0%	5%	7%	-6%	4%	12%	-8%	1%
D1 ag	0	3	1	3	5	1	9	3
LDHA inh	6	-11	-31*	-1	-6	-9	-1	-5
RXFP1 agonist	3.5%	1.0%	0.4%	-3.2%	2.4%	3.2%	4.4%	1.0%
Vif-A3G inh	1%	0%	-6%	0%	1%	0%	2%	0%
D2 potentiator	8	1	8	0	-9	-13	3	5
Glioma ERSR ind	-2%	0%	-4%	-3%	-2%	-3%	3%	-4%

25	C/C(=N\NC(=O)c1cccc2ccccc12)c1cccs1
26	CC(=O)N1CCN(CC(=O)Nc2c(Cl)cccc2Cl)CC1
27	COc1cc(/C=C2/C(=O)CNC2=O)ccc1O
28	COc1ccc(C(=O)NCC(=O)OCC(=O)NC2CCCCCC2)cc1OC
29	Cc1ccc(S(=O)(=O)CCC(=O)OCc2nc(N)nc(Nc3ccccc3C)n2)cc1
30	O=C(Nc1ccc(Cl)c(S(=O)(=O)N2CCCCC2)c1)c1ccncc1
31	O=C(NNc1nc(=O)c2cccnc2s1)c1ccccc1O
32	Cc1noc(C)c1C(=O)Nc1nc2ccc(F)cc2s1

entry no.	25	26	27	28	29	30	31	32
D1 antagonist	-15	26	-1	/	6	-11	7	-5
D1 potentiator	-5	3	-2	/	-1	-3	1	4
Vif-APOBEC3F blk	-9%	0%	0%	-1%	-10%	0%	-2%	2%
D1 ag	0	7	10	/	0	8	2	2
LDHA inh	-5	-18	1	-4	-1	-2	6	-14
RXFP1 agonist	1.1%	-0.1%	3.3%	/	-0.2%	-0.5%	16µM*	3.6%
Vif-A3G inh	0%	-1%	6%	-2%	-1%	2%	0%	1%
D2 potentiator	-2	-2	-18	/	21	7	3	13
Glioma ERSR ind	3%	-8%	-1%	0%	-4%	-3%	-2%	2%

33	COc1ccc(C(=O)NC(C)c2ccc(-n3ccnc3)cc2)cc1[N+](=O)[O-] (configuration not stated)
34	CC(=O)c1ccc(NC(=S)N2CCCC(C(F)(F)F)C2)cc1 (configuration not stated)
35	O=C(NNC(=S)Nc1ccccc1)c1cccnc1
36	Cc1nc(NC(=O)c2ccncc2)sc1C(=O)N(C)C
37	COc1ccc(C(CC(=O)O)NC(=O)c2cc3cc(Br)ccc3oc2=O)cc1OC (configuration not stated)
38	Cc1ccc(C)c(N2N=C(C(=O)Nc3nccs3)CCC2=O)c1
39	CCc1nc(C)cn1S(=O)(=O)c1cc(C)c(OC)c(C)c1C

entry no.	33	34	35	36	37	38	39
D1 antagonist	-5	3	0	-5	-8	-14	-15
D1 potentiator	-5	-3	3	3	-2	-2	-1
Vif-APOBEC3F blk	-8%	-16%	0%	-4%	15%	0%	-1%
D1 ag	1	1	7	0	3	2	4
LDHA inh	-5	-5	1	-4	-3	-2	-1
RXFP1 agonist	-0.2%	-0.9%	0.0%	0.8%	0.0%	-0.5%	0.4%
Vif-A3G inh	-3%	1%	-10%	-10%	1%	2%	0%
D2 potentiator	1	1	5	-1	-2	-1	13
Glioma ERSR ind	-5%	2%	4%	-4%	3%	-5%	-6%

Records 33 through 35 from above:
33	COc1ccc(C(=O)NC(C)c2ccc(-n3ccnc3)cc2)cc1[N+](=O)[O-] (configuration not stated)
34	CC(=O)c1ccc(NC(=S)N2CCCC(C(F)(F)F)C2)cc1 (configuration not stated)
35	O=C(NNC(=S)Nc1ccccc1)c1cccnc1

entry no.	33	34	35
D1 antagonist	-5	3	0
D1 potentiator	-5	-3	3
Vif-APOBEC3F blk	-8%	-16%	0%
D1 ag	1	1	7
LDHA inh	-5	-5	1
RXFP1 agonist	-0.2%	-0.9%	0.0%
Vif-A3G inh	-3%	1%	-10%
D2 potentiator	1	1	5
Glioma ERSR ind	-5%	2%	4%

Entries of single compounds, looked up by structure. Order of screens: D1 antagonist, D1 potentiator, Vif-APOBEC3F blk, D1 ag, LDHA inh, RXFP1 agonist, Vif-A3G inh, D2 potentiator, Glioma ERSR ind
COc1ccc(C(=O)NCC(=O)OCC(=O)NC2CCCCCC2)cc1OC as listed: /, /, -1%, /, -4, /, -2%, /, 0%
COc1ccc(C(=O)NC(C)c2ccc(-n3ccnc3)cc2)cc1[N+](=O)[O-] (configuration not stated) as listed: -5, -5, -8%, 1, -5, -0.2%, -3%, 1, -5%
Cc1ccc(-c2cc(-c3ccccc3)c(C#N)c(N)n2)o1 as listed: -1, -6, -14%, 0, 1, 3.2%, -18%, 17, -4%
